# Screening results deposited in PubChem by The Scripps Research Institute Molecular Screening Center.
# SIAE primary = blocks human sialic acid acetylesterase; Q9HAT2; inhibition, % at 9.66 µM; 0.69% of 370,000 active; SIAE FP-Rh probe binding, fluorescence polarization;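 active = inhibition above a cutoff: mean of compounds within the control limits plus 3 SD of those, cut at about 17% in these data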;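 note: 0% = plate median of compound wells and 100% = probe without SIAE protein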
# KLK7 zymogen act = activates the human kallikrein-7 zymogen; P49862; purified proKLK7, EDANS-DABCYL substrate fluorescence; 100% is mature enzyme control, 0% vehicle; 0.9% of 370,000 active; activation, % at 7 µM;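 active = activation above the mean of all tested compounds plus 3 SD, computed per campaign excluding outliers beyond control limits, cut at about 13% in these data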
# Target sequence (P49862 whole entry, looked up): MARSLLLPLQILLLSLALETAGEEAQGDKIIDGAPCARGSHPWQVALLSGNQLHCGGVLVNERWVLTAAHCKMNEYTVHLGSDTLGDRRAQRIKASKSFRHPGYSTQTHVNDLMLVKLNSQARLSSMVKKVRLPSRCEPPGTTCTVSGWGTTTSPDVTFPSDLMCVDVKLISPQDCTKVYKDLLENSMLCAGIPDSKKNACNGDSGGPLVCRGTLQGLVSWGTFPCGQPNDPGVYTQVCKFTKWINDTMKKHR
# Tn7 DDE FP = inhibitors of Tn7 peptide binding to human fibrin DD(E). P02675. 0.13% of 370,000 active. AID 720508. inhibition, % at 8.3 µM. FP displacement of FITC-Tn7 peptide from fibrin DD(E); 0% = median of compound wells per plate;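 active = inhibition above the mean of compounds falling within the control limits plus 3 SD of them, cut at about 14% in these data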;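 note: 0% = plate median of compound wells and 100% = 10 µM Aha-Tn7 peptide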
#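 Assay system: Fibrin-DD(E) protein isolated from polymerized human fibrin clots; read-out basis: percent inhibition; medium: Tris/NaCl/CaCl2 buffer, pH 7.8; signal: FP measurement; incubation: 10 min plus 3 h, room temperature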
# TCR CD3 inh = human TCR-CD3 binding inhibition; AID 651800; inhibition, % at 9.4 µM; TAMRA-labeled TCR probe fluorescence, biochemical; 0.37% of 360,000 active; in the data active = inhibition above about 19%;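 note: recombinant mutant TCR 2C K166C tagged with TAMRA read by polarization; 0% = receptor in buffer alone and 100% = receptor with positive control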
# LEDGF integ inh = blocks HIV-1 LEDGF/p75-dependent DNA integration; 0.64% of 370,000 active; inhibition, % at 3.7 µM; AID 743269; TR-FRET IN-LEDGF/p75 DNA integration, Eu/Cy5;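 active = inhibition above the screen-wide mean plus 3 SD, cut at about 13% in these data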;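 note: signal is the Cy5 over europium emission ratio at 671 and 618 nm; 0% = plate median of compound wells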
# UHRF1 binding = human UHRF1 methylated DNA binding inhibitors. Q96T88. UHRF1 binding to methylated oligo, TR-FRET. inhibition, % at 4.4 µM. 0.75% of 370,000 active. AID 687016; in the data active = inhibition above about 21%;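 note: UHRF1 SRA domain binding a hemimethylated CpG hairpin DNA probe; 0% = median of test compound wells and 100% = reference inhibitor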
# Target sequence (Q96T88 whole entry, looked up, the tested form may be a part): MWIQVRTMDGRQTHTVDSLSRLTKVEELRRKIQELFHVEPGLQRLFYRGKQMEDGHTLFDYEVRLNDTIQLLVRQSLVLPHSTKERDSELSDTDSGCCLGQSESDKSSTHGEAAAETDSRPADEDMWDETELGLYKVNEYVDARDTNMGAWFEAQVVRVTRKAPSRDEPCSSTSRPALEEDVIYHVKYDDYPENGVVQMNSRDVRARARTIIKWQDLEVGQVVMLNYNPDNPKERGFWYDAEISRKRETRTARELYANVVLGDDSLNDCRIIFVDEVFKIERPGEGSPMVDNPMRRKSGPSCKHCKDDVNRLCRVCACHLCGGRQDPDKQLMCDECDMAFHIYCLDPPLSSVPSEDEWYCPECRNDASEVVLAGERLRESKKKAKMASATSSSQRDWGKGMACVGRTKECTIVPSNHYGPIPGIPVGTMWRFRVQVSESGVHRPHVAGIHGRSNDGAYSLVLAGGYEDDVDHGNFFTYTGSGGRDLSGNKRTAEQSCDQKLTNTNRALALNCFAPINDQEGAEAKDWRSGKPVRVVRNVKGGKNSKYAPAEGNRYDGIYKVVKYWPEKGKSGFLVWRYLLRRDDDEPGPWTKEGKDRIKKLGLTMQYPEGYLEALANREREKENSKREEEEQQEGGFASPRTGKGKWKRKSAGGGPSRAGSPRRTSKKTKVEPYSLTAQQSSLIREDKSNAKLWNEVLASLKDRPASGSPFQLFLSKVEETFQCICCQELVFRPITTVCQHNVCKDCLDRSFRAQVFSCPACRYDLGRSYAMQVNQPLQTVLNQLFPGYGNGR
# TDP2 absorb = TDP2 (human) inhibition, absorbance primary screen; 0.34% of 370,000 active; inhibition, % at 12.8 µM; recombinant TDP2, T5PNP hydrolysis, p-nitrophenol absorbance 415 nm; AID 720702;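 active = inhibition above the mean of all tested compounds plus 3 SD, set per campaign, cut at about 25% in these data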;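 note: 0% = DMSO with enzyme and 100% = buffer with substrate but no TDP2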
#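 System – recombinant human TDP2 · Amount – 120 nM TDP2 per well · Buffer or medium – Mg2+-containing Tris-HCl buffer, pH 7.5 · Reagent – T5PNP substrate, 5 mM · Dosing – 12.8 µM single point, 1% DMSO · Incubation – 2 h at 37 °C · Measured by – epi absorbance · Read-out basis – percent inhibition · Benchmarks – high control without enzyme, low control DMSO plus TDP2 · Repeats – singlicate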
# PRMT1 FP inh = inhibitors of human PRMT1. Q99873. recombinant PRMT1, activity-based probe fluorescence polarization. inhibition, % at 2.79 µM. 1.3% of 370,000 active. AID 652257;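 active = inhibition above about 21% made by adding two undisclosed values, limit read from the data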
# DDE Tn6 FP inh = DD(E)-Tn6 binding inhibition, primary FP screen; Fibrin DD(E) TRITC-Tn6 fluorescence polarization displacement; inhibition, % at 8.3 µM; 0.21% of 370,000 active; AID 720509;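 active = inhibition above a per-campaign cutoff: mean of compounds within control limits plus 3 SD, cut at about 15% in these data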;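 note: 0% = median of all compound wells on the plate and 100% = blocking peptide control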
# MBD2 DNA inh = inhibitors of human MBD2 binding to methylated oligonucleotide | Q9UBB5 | TR-FRET | inhibition, % at 4.4 µM | 0.31% of 370,000 active; in the data active = inhibition above about 13%
# Numbers without * were called inactive.
LEDGF integ inh,TDP2 absorb,MBD2 DNA inh,TCR CD3 inh,KLK7 zymogen act,Structure,SIAE primary,PRMT1 FP inh,DDE Tn6 FP inh,Tn7 DDE FP,UHRF1 binding
2,7,-1,-2,-0.5,COc1ccc(Cl)cc1NC(=O)C1(c2cccs2)CCOCC1,1,-1,0,-4,-3
-2,5,-1,-5,0.6,COC(=O)[C@@]1(C)[C@H]2C(=O)N(Cc3ccccc3)C(=O)[C@H]2[C@H]2CN=C(SCc3ccccc3)N21,7,0,1,-7,1
-3,1,-5,14,-0.6,COCOCCn1cc(CN2CCS(=O)(=O)N(Cc3ccc(-c4ccc(F)cc4)cc3)C(CC(C)C)C2=O)nn1 (centres undefined),-7,-4,4,-5,-2
3,3,-1,-8,0.2,CS(=O)(=O)c1ccccc1-c1nc(-c2cc(C(F)(F)F)cc(C(F)(F)F)c2)no1,0,-2,2,-2,-1
7,-9,-8,-3,-0.9,CCCCN(CCCC)CCC(O)c1cc2c(Cl)cc(Cl)cc2c2cc(C(F)(F)F)ccc12 (centres undefined),-4,-5,0,-6,-2
3,1,1,-4,-0.2,CCN(CC)S(=O)(=O)c1cccc(C(=O)c2c(C)cc3ccccn23)c1,2,-5,2,-2,8
2,-7,3,2,0.2,CCOCCc1nnc(NC(=O)c2cc(OC)c(OC)cc2[N+](=O)[O-])s1,1,2,9,4,-1
-2,-5,1,-4,0.4,Cn1c(SCC(=O)c2ccccc2)nnc1-c1cccs1,-6,3,6,2,4

# 3 entries from above, sorted by molecular weight, ascending.
LEDGF integ inh,TDP2 absorb,MBD2 DNA inh,TCR CD3 inh,KLK7 zymogen act,Structure,SIAE primary,PRMT1 FP inh,DDE Tn6 FP inh,Tn7 DDE FP,UHRF1 binding
3,1,1,-4,-0.2,CCN(CC)S(=O)(=O)c1cccc(C(=O)c2c(C)cc3ccccn23)c1,2,-5,2,-2,8
3,3,-1,-8,0.2,CS(=O)(=O)c1ccccc1-c1nc(-c2cc(C(F)(F)F)cc(C(F)(F)F)c2)no1,0,-2,2,-2,-1
-3,1,-5,14,-0.6,COCOCCn1cc(CN2CCS(=O)(=O)N(Cc3ccc(-c4ccc(F)cc4)cc3)C(CC(C)C)C2=O)nn1 (centres undefined),-7,-4,4,-5,-2

# Remaining list, next part:
LEDGF integ inh,TDP2 absorb,MBD2 DNA inh,TCR CD3 inh,KLK7 zymogen act,Structure,SIAE primary,PRMT1 FP inh,DDE Tn6 FP inh,Tn7 DDE FP,UHRF1 binding
1,6,-5,-13,0.3,CCC(Nc1ccc(OC)cc1)C(=O)N/N=C/c1ccc([N+](=O)[O-])cc1 (centres undefined),7,-1,1,4,1
1,-4,-4,3,0.5,CC1CCCCN1CCCNC(=O)c1nn(C)c2c1CS(=O)(=O)c1ccccc1-2 (centres undefined),4,1,2,-2,2
3,-12,3,-9,0.4,CN(C)CCCN(C(=O)c1ccc2c(c1)CCCC2)c1nc2ccc(Cl)cc2s1,5,-4,-6,-12,7
2,-13,-4,1,-0.1,CC1CN(C(=O)COC(=O)CSc2ccc([N+](=O)[O-])cc2)CC(C)O1 (centres undefined),10,-5,4,-10,0
-2,-7,-3,-1,-0.4,COc1ccc(C(=O)OC2CCN(c3ncc(C(F)(F)F)cc3Cl)CC2)cc1,2,1,8,10,1
-1,-11,-5,1,0.2,CCN(CC)S(=O)(=O)c1ccc2oc(Nc3ccc4c(c3)OCCO4)nc2c1,8,-2,1,3,-1
0,-3,-4,-8,-0.6,CCOc1ccc(C(CC(=O)O)NC(=O)c2cccs2)cc1OC (centres undefined),2,0,-4,-1,0
1,-18,-3,-17,-0.1,CC(=O)c1c(C)n(-c2ccc(C)cc2)c2ccc(O)cc12,1,-1,-8,-4,0
2,7,-1,1,0.3,O=C(CCc1nnc(-c2ccccc2)o1)NCC1CCN(C2CCCC2)CC1,-1,-6,-1,1,0
87*,2,5,11,-4.3,C[C@@H]1O[C@@H](O[C@@H]2[C@@H](O)[C@H](OCCc3ccc(O)c(O)c3)O[C@H](CO)[C@H]2OC(=O)/C=C/c2ccc(O)c(O)c2)[C@H](O)[C@H](O)[C@H]1O,7,25*,-6,4,9
-2,3,5,5,-1.2,CC(Nc1nc(N2CCCC2)nc2ccccc12)c1ccccc1 (centres undefined),-7,1,-2,-5,6
0,4,-8,2,0.2,Cc1ccc(Nc2nc(-c3ccccc3)c(CC(=O)O)s2)cc1,-7,-3,-5,6,-4
-3,-4,2,-2,0.2,O=C(NC(=O)c1cccc(OC(F)(F)C(F)F)c1)OC1CCS(=O)(=O)C1 (centres undefined),-6,4,-6,-6,6
4,8,0,3,-0.8,Cn1nc(C(F)(F)F)c2cc(C(=O)N3CCOCC3)sc21,4,-3,3,1,0
-3,4,0,7,-0.1,Cc1nnc(SCC(=O)Nc2sccc2C(N)=O)s1,-4,1,1,2,-1
1,3,2,-1,0.2,CC1CCCCC1NC(=O)COC(=O)COc1ccccc1F (centres undefined),-1,1,5,3,-3
-3,0,-5,-3,0.6,CN1C(=O)CN2CCc3ccccc3C2c2cc(Cl)ccc21 (centres undefined),1,8,-3,3,0
3,9,5,-2,1.4,COc1ccc2oc(C(=O)NCC(c3ccco3)N(C)C)c(C)c2c1 (centres undefined),1,-1,-2,1,2
-1,-13,-5,-1,-0.3,CC(C)(C)c1ccc(OCCn2nc(C(=O)O)c3ccccc3c2=O)cc1,-17,2,3,2,-1
-3,3,0,-1,0.4,CC(C)C[C@H]1COc2cc(N3CCCC3)ccc2S(=O)(=O)N1,9,2,5,-6,2
0,4,0,9,-0.6,O=C(c1cnccn1)N1CCN(c2ccccc2F)CC1,3,0,-3,-2,3
-3,0,-1,11,0.1,CCn1c(=O)c(C(=O)NNC(=O)Cc2ccccc2)c(O)c2ccccc21,-4,1,-7,0,0
-2,2,2,0,0.0,O=C(NC1CCCC1)C(C1CC1)n1c(-c2ccccn2)nc2ccccc21 (centres undefined),0,8,-4,-3,-1
-2,8,-1,4,0.2,COC(=O)c1[nH]c2ccccc2c1NC(=O)CN1CCC(C(N)=O)(N2CCCCC2)CC1,3,0,1,0,2
6,-2,11,20*,-5.4,CCN(CC)C(=O)CSc1ncnc2c(-c3cccs3)nsc12,-5,3,2,-3,7
-2,4,2,9,0.2,Cc1csc(NC(=O)CSc2nnc(Cn3c(=O)sc4ccccc43)n2-c2ccccc2)n1,2,3,5,6,1
1,-5,-5,0,-0.1,O=C(CNCCO)N1N=C(c2cccs2)CC1c1cccs1 (centres undefined),2,-2,-3,8,0
3,22,-4,3,-0.3,O=C(NCCN1C(=O)S/C(=C\c2cccs2)C1=O)c1ccco1,-7,-3,-2,-3,0
3,-8,-1,-3,0.3,O=C1N(c2cccc(Cl)c2)C(c2ccc(Cl)cc2)N2CCCN12 (centres undefined),3,-2,1,-3,8
-2,1,-6,-2,-0.5,O=C(CSc1ccccc1)N1CCN(c2ccccc2)CC1,1,0,-2,0,2
-1,8,2,10,0.3,Cc1c(Br)c(C(F)(F)F)nn1CC(=O)NCc1ccco1,-4,0,0,-4,-2
-2,4,2,5,0.5,COc1ccc(NC(=O)Cn2c(=O)sc3ccccc32)cc1,-2,1,1,5,0
4,4,-5,7,0.9,CCCCNC(=O)c1nc(C2CCNCC2)oc1-c1ccccc1,1,-5,0,-5,0
2,5,-4,-2,-0.3,COc1cc(SC)ccc1C(=O)N1CCCc2ccccc21,4,3,5,-6,0
1,11,3,3,0.5,Cc1ccc2[nH]c(=O)c(CN(CC3CCCO3)C(=S)NCc3ccco3)cc2c1 (centres undefined),0,-2,11,1,-3
-2,-16,6,-3,-0.7,C[C@H](CO)N1C[C@H](C)[C@@H](CN(C)C(=O)Nc2ccc(F)cc2)OCc2cnnn2CCCC1=O,2,8,0,6,4
2,1,0,6,0.4,COc1ccc(-n2cnnc2SCC(=O)NC2CCS(=O)(=O)C2)cc1 (centres undefined),-1,0,4,-2,0
1,-12,6,-3,0.4,CC(C)CC1C(=O)N(Cc2cn(CCC3OCCO3)nn2)CCS(=O)(=O)N1Cc1ccc(-c2ccc(F)nc2)cc1 (centres undefined),0,17,-9,0,3
-1,-8,1,-4,0.1,OC[C@H]1O[C@H](OC[C@H]2OC(O)[C@H](O)[C@@H](O)[C@@H]2O)[C@H](O)[C@@H](O)[C@@H]1O (some centres undefined),4,-3,3,1,0
-4,-4,3,-7,0.2,O=C(NC1=NCCS1)c1ccc(C(F)(F)F)cc1,0,7,3,-1,-1
0,2,-2,5,-0.3,CO/N=C/Cc1c([N+](=O)[O-])c(C)nn1C,4,-2,7,3,3
-1,-9,7,4,0.1,Cc1cccc(NC(=S)NNC(=O)Cc2ccccc2)c1,3,-1,-2,3,-3
1,1,-2,-4,0.4,O=C(Cc1cccs1)Nc1ccc(F)cc1F,-7,0,3,3,-1
2,-9,2,9,0.0,COc1ccc(C(C(=O)NC(C)(C)C)N(Cc2ccco2)C(=O)CCC(=O)Nc2cc(C)on2)cc1 (centres undefined),2,-1,4,-8,0

# Part of the list above in order of SMILES length, highest first:
LEDGF integ inh,TDP2 absorb,MBD2 DNA inh,TCR CD3 inh,KLK7 zymogen act,Structure,SIAE primary,PRMT1 FP inh,DDE Tn6 FP inh,Tn7 DDE FP,UHRF1 binding
-1,-8,1,-4,0.1,OC[C@H]1O[C@H](OC[C@H]2OC(O)[C@H](O)[C@@H](O)[C@@H]2O)[C@H](O)[C@@H](O)[C@@H]1O (some centres undefined),4,-3,3,1,0
1,-12,6,-3,0.4,CC(C)CC1C(=O)N(Cc2cn(CCC3OCCO3)nn2)CCS(=O)(=O)N1Cc1ccc(-c2ccc(F)nc2)cc1 (centres undefined),0,17,-9,0,3
-2,-16,6,-3,-0.7,C[C@H](CO)N1C[C@H](C)[C@@H](CN(C)C(=O)Nc2ccc(F)cc2)OCc2cnnn2CCCC1=O,2,8,0,6,4
2,-9,2,9,0.0,COc1ccc(C(C(=O)NC(C)(C)C)N(Cc2ccco2)C(=O)CCC(=O)Nc2cc(C)on2)cc1 (centres undefined),2,-1,4,-8,0
1,11,3,3,0.5,Cc1ccc2[nH]c(=O)c(CN(CC3CCCO3)C(=S)NCc3ccco3)cc2c1 (centres undefined),0,-2,11,1,-3
2,1,0,6,0.4,COc1ccc(-n2cnnc2SCC(=O)NC2CCS(=O)(=O)C2)cc1 (centres undefined),-1,0,4,-2,0
3,-8,-1,-3,0.3,O=C1N(c2cccc(Cl)c2)C(c2ccc(Cl)cc2)N2CCCN12 (centres undefined),3,-2,1,-3,8
-1,8,2,10,0.3,Cc1c(Br)c(C(F)(F)F)nn1CC(=O)NCc1ccco1,-4,0,0,-4,-2
-2,4,2,5,0.5,COc1ccc(NC(=O)Cn2c(=O)sc3ccccc32)cc1,-2,1,1,5,0
-2,1,-6,-2,-0.5,O=C(CSc1ccccc1)N1CCN(c2ccccc2)CC1,1,0,-2,0,2
-4,-4,3,-7,0.2,O=C(NC1=NCCS1)c1ccc(C(F)(F)F)cc1,0,7,3,-1,-1
1,1,-2,-4,0.4,O=C(Cc1cccs1)Nc1ccc(F)cc1F,-7,0,3,3,-1
